# ASM inhibitor – inhibitors of human secretory acid sphingomyelinase; P17405; 0.006% of 340,000 active; Potency, µM (series often up to 57.5 µM), without a hit: at the highest dose activity change, negative = inhibition, usual class: inhibitors; placental ASM, HMU-PC fluorogenic substrate, 60 min; note: potency is the fitted concentration of half-maximal effect
# Target sequence (P17405 47-631 limits assumed): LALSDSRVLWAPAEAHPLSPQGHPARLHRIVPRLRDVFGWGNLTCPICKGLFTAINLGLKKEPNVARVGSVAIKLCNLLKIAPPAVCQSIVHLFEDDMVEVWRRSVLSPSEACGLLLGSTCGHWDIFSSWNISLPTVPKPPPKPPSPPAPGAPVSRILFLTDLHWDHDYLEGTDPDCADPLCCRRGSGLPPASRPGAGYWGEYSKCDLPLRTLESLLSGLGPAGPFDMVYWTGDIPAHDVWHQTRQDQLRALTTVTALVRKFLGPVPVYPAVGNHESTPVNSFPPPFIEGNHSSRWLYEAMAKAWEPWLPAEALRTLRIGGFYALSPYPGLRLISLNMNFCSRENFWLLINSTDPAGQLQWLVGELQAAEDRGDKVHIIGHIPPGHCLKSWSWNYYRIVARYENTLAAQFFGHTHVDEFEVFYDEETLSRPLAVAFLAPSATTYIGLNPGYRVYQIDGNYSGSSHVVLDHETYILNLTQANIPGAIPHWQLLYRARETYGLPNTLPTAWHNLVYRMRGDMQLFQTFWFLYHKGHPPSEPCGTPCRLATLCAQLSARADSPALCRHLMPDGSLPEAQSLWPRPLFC
#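 Human placenta-derived ASM enzyme was preincubated with compound for 10 minutes at room temperature, then given fluorogenic substrate HMU-PC0 (9 uM final) for 60 minutes at 37 °C; a pH 10 stop preceded fluorescence reading at Ex 386/Em 447 nm.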
# AT treatment – potential ataxia-telangiectasia treatments restoring KAP-1 phosphorylation; AID 485349; Potency, µM (doses to about 57.5 µM), without a hit: at the top dose activation, usual class: activators; 0.19% of 320,000 active; […] A-T fibroblasts, KAP-1 phosphorylation AlphaLISA; neocarzinostatin DNA damage 30 min before lysis; note: potency is the fitted concentration of half-maximal effect; % of control where 0% means no effect; nearly all actives have a fitted effect of over 45% in size
#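 hTERT-immortalized A-T patient fibroblasts ([…]), 500 cells/well in OPTI-MEM, 1% FBS, got compounds for 60 min, then NCS for 30 min at 37C. Lysates were then assayed for phospho-KAP-1 by AlphaLISA (anti-pKAP1 donor, anti-KAP1 acceptor beads), 6 hr at 25C.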
# TCR activator – T cell receptor activation. primary human leukocytes, anti-CD3, IL-2 HTRF, 48 h. Potency, µM (top dose mostly 9.22 µM), for inactives: at the top dose activation of IL-2 secretion, usual class: activators. 330,000 tested, under 10 active. AID 504894; note: % of control where 0% means no effect
#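 Using a-CD3 beads without co-stimulation, primary human leukocytes were exposed to compounds for 48 hr. An HTRF IL-2 kit measured the cytokine, with europium-to-d2 energy transfer producing emission at 665nm upon 320nm excitation.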
# Tb PFK inh – T. brucei PFK enzyme inhibition | O15648 | T. brucei PFK, ADP-Glo luminescence | Potency, µM (doses to about 57.5 µM), inactives show at the top dose activity, negative = inhibition, usual class: inhibitors | 0.17% of 330,000 active | AID 485367;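 note: potency is the fitted concentration of half-maximal effect; 0% = uninhibited 1x PFK enzyme wells and -100% = no-enzyme wells; nearly all actives have a fitted effect of over 60% in size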
#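 Luminescent ADP detection (ADP-Glo, two-step: ATP depletion then ADP-to-ATP conversion for luciferase) reported PFK activity after 45 min room-temperature reaction of 1.25 nM enzyme with 0.5 mM F6P and 0.1 mM ATP at pH 8.0.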
# TSHR antag – blocks TSH signaling through the human TSH receptor | 0.2% of 330,000 active | TSHR-expressing cells, TSH-stimulated cAMP HTRF, 2 h; stronger effect = lower value | P16473 | activity change, negative = inhibition, % at 11.5 µM;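 active = activity change below a set negative limit, meaning inhibition stronger than a set level, cut at about -70% in these data; inconclusive = activity change between two set negative limits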; note: % is set by controls: 0 for no effect and ±100 for the full control effect
#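 Freshly harvested TSHR cells receive pin-tooled compound, then EC80 TSH at 4nM final. After 2 hours at 37 deg C, antibody in lysis buffer and cAMP-d2 are added; 30 minutes at ambient temperature precede the HTRF read.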
# Chronic BCR inh – inhibitors of chronic active B-cell receptor signaling; ABC-DLBCL IkBa-CBG/CBR reporter, luminescence ratio, 4 h; Potency, µM (doses to about 46.1 µM), without a hit: at the top dose ratio change, negative = lower green/red ratio, most hits filed as inhibitors; 0.05% of 340,000 active; active = well fitted inhibition curve with a large enough effect in the signal ratio, with a control signal flat, not every such curve was filed as active; inconclusive = small, poorly fitted or top-dose-only effect, or effect the other way, or a change in a side signal; the % refers to the signal ratio;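 note: potency is the fitted concentration of half-maximal effect; plate controls were basal doxycycline-induced cells for no effect and cells given 10 µM MG132 for full effect; MG132 reads +100%, hits lower the ratio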
#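 Cell line TMD8 (human ABC DLBCL), stably expressing tet-inducible CBG68-IkBa fusion and CBR; IMDM/0.5% FBS; cpd up to 46 uM; dox induction, 4 h, 37C/5% CO2; dual luminescence; green/red ratio; MG132 control.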
# a7 integrin act – integrin-mediated muscular dystrophy alleviation activation. 0.064% of 350,000 active. Potency, µM (series often up to 38.3 µM), inactives show top-dose activation, actives largely listed as activators. alpha7betagal myoblasts, beta-gal FDG fluorescence, 48 h;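 note: potency is the fitted concentration of half-maximal effect; 100% = response of the positive control SU9516; nearly all actives have a fitted effect of over 60% in size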
#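 Alpha7betagal+/- myoblasts (passage 13) were plated 16-24 hr, then exposed to compounds (1:260 dilution of DMSO stock) for 48 hours at 37C. After MPER lysis, β-galactosidase reporter activity was read as FDG fluorescence (ex 480/em 540) after 30 minutes.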
# PTAP TSG101 blk – blocks PTAP/TSG101 interaction to inhibit HIV-1 budding. AID 493005. Potency, µM (series often up to 115 µM), for inactives: top-dose activity change, negative = inhibition, hits mostly inhibitors. Q99816. 340,000 tested, under 10 active. Fluorescence polarization, FITC-PTAP peptide / Tsg101 binding; active = well fitted inhibition curve with a large enough effect in the main read-out, with a control signal flat, not every such curve was filed as active; inconclusive = small, poorly fitted or top-dose-only effect, or effect the other way, or a change in a side signal; inactive = no such curve, though single readings can be large or run the other way; note: potency is the fitted concentration of half-maximal effect; % of control where 0% means no effect
#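 Fluorescence anisotropy tracks displacement of a FITC-tagged PTAP peptide (50 nM) from the Tsg101 binding domain (10 uM), following a 20 min room-temperature incubation at pH 7.5.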
# ELG1 DNA repair – blocks ELG1-dependent DNA repair in HEK293T cells; HEK293T ELG1-luciferase reporter, luminescence, 16 h; DNA damage induced by 5-fluorouridine; AID 504467; 2.3% of 330,000 active; Potency, µM (doses to about 46.1 µM), without a hit: at the highest dose activity change, negative = inhibition, actives largely listed as inhibitors; note: potency is the fitted concentration of half-maximal effect; % is set by controls: 0 for no effect and ±100 for the full control effect; nearly all actives have a fitted effect of over 55% in size
#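 Quantitative HTS, concentration-response format. 2,000 cells/well co-treated with 5-fluorouridine and compound, 16 hr in 5% CO2 at 37 °C; ONE-Glo luminescence read after 30 min.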
# Mito fusion yeast – blocks mitochondrial division or promotes mitochondrial fusion; S. cerevisiae fusion-defective mutant growth rescue, CellTiterGlo 48 h; Potency, µM (highest dose often 46.1 µM), for inactives: at the top dose growth rescue (activation), most hits filed as activators; 0.23% of 320,000 active;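 note: potency is the fitted concentration of half-maximal effect; % of control where 0% means no effect; nearly all actives have a fitted effect of over 45% in size; temperature-sensitive fusion mutants such as fzo1-1 at 37 °C on non-fermentable ethanol glycerol medium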
#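 Temperature-sensitive fusion-defective S. cerevisiae (e.g. fzo1-1, mgm1-5) were grown with compound in YPEG medium (3% ethanol, 3% glycerol) for 48 hours at 37C. Growth rescue was measured as viability by CellTiterGlo luminescence after 10 minutes at ambient.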
# Eya2 inh – inhibitors of human Eya2 phosphatase activity; O00167; recombinant Eya2, OMFP fluorescence dephosphorylation (OMFP is methylfluorescein phosphate); 0.006% of 330,000 active; Potency, µM (series often up to 76.9 µM), without a hit: top-dose activity, negative = inhibition, actives largely listed as inhibitors; note: potency is the fitted concentration of half-maximal effect; % is set by controls: 0 for no effect and ±100 for the full control effect
# Target sequence (O00167 whole entry, looked up): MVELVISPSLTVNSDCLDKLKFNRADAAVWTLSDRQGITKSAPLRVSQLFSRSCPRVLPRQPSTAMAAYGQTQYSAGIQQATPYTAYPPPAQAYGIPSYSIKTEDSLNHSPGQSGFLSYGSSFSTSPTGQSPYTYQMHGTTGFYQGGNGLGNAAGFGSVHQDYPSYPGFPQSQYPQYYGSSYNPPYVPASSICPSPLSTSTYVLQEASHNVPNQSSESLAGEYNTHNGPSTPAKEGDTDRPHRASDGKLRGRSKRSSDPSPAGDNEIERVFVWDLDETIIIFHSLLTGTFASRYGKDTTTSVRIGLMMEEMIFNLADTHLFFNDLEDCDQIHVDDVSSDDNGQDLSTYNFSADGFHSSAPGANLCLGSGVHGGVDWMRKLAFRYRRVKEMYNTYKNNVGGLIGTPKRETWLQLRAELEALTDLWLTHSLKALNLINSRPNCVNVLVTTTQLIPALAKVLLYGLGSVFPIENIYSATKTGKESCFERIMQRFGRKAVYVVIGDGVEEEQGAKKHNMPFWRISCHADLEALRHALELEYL
#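 Eya2 protein (added as 0.2 uM solution) was preincubated with compound for 10 min at ambient temperature in 50 mM HEPES pH 7.5, 50 mM NaCl, 5 uM MgCl2, 0.05% BSA, 1 mM DTT. OMFP (added at 50 uM) then reacted 10 min; fluorescence read at 485/525 nm.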
# * = called active by the depositor; i = inactive; ? = inconclusive; · = no result given; & = joins results of further samples; [ ] = remark or other dose. Unless noted, calls come from the whole dose curve; as a rule, active = well fitted curve in the direction sought with a large enough effect; inconclusive = small, poorly fitted or top-dose-only effect, or another doubt; inactive = no such curve, though single readings can be large; an effect the other way counts as inactive or inconclusive.
SMILES,ASM inhibitor,AT treatment,TCR activator,Tb PFK inh,TSHR antag,Chronic BCR inh,a7 integrin act,PTAP TSG101 blk,ELG1 DNA repair,Mito fusion yeast,Eya2 inh
O=C(Nc1cccc(F)c1)C1CCCN(S(=O)(=O)c2ccc(-n3cnnn3)cc2)C1 (centres undefined),-5%,10%,-8%,0%,-5,2%,-15%,4%,8%,3%,15%
O=C(c1cc2cc([N+](=O)[O-])ccc2s1)N1CCOCC1,-3%,3%,-5%,2%,3,-1%,12%,-5%,4%,0%,18%
Cc1ccc(Cl)cc1N1CCN(C(=O)CCC(=O)O)CC1,0%,11%,10%,2%,-3,-2%,-8%,-6%,-2%,-2%,1%
CCc1ccc(/C=N/NC(=O)c2ccccn2)cc1,2%,-12%,-4%,-15%,-2,?,22%,1%,?,-1%,?
CCCC(=O)Nc1nc2nc(C)cc(=O)n2[nH]1,0%,-4%,2%,6%,0,-16%,12%,-5%,10%,-1%,-2%
CCc1nnc(NC(=O)c2ccc(-c3ccc([N+](=O)[O-])cc3Cl)o2)s1,-3%,-3%,-3%,-7%,2,?,-18%,1%,8%,-1%,4%
COC(=O)Cc1ccc(OC(=O)C2CCN(S(=O)(=O)c3ccc(OC)c(OC)c3)CC2)cc1,-1%,-6%,-6%,-11%,-1,-1%,30%,-4%,23%,2%,-3%
Cc1cc(C)cc(NC(=O)CSc2nc3ccncc3[nH]2)c1,-3%,3%,0%,4%,8,-16%,0%,-12%,0%,0%,-10%
CC(C)CC(NC(=O)c1ccccc1)C(=O)N/N=C/c1ccco1 (centres undefined),3%,-1%,-2%[46.1 µM],-4%,0,1%,-5%,-2%,5%,-5%,-8%
C=CCNc1nc(N)c(C(=C(C#N)C#N)c2ccc(Br)cc2)s1,i,7%,-4%[46.1 µM],-3%,0,2%,2%,-7%,18µM*,7%,-5%
O=C(c1nc2ccc(Cl)cn2c1CN1CCC[C@H]1CO)N1CCCCCCC1,3%,5%,-11%,1%,9,?,-22%,-18%,10%,1%,-4%
Cc1cc(C)nc(NS(=O)(=O)c2ccc(N3C(=O)C4CCCCC4C3=O)cc2)n1 (centres undefined),3%,-7%,-5%,0%,-8,-1%,27%,-4%,16%,-4%,8%
CCOC(=O)N1CCC(NC(=O)c2cc(C(=O)NCc3ccc(F)cc3)ccc2CO)CC1,0%,0%,2%,-2%,0,3%,-11%,-5%,-15%,-1%,-6%
CCCCn1c(N)c(N(CC(C)C)C(=O)CSCc2cccc(C)c2)c(=O)[nH]c1=O,11%,6%,2%,3%,20,-9%,6%,-4%,2%,5%,5%
c1ccn2cc(C34CC5CC(CC(C5)C3)C4)nc2c1,-1%,-3%,0%,0%,-14,10%,10%,0%,1%,9%,5%
Cc1ccc2[nH]c(=O)c(CN(C(=O)c3cccc([N+](=O)[O-])c3)C(C)C)cc2c1,-9%,7%,-3%,-3%,-3,-2%,15%,-4%,0%,3%,-30%
Cc1c(Cl)cccc1NC(=O)Nc1cc(C(C)(C)C)nn1C,2%,1%,0%,-5%,0,?,-14%,-1%,-14%,2%,-27%
CCOC(=O)c1cnc(SC2CC(=O)N(c3cccc(OC)c3)C2=O)nc1N (centres undefined),-2%,1%,3%,4%,0,2%,24%,0%,4%,-12%,10%
Cc1nn(S(=O)(=O)c2ccc(C(C)C)cc2)c(C)c1S(=O)(=O)N1CCOCC1,3%,-3%,-4%,2%,-1,-2%,0%,-4%,3%,-8%,0%
O=C(CCNC(=O)c1ccc(Cl)cc1)Nc1cccc(S(=O)(=O)N2CCCCC2)c1,-7%,12%,0%,0%,-1,-1%,-18%,-2%,?,2%,12%
C=C/C(C)=C/C[C@H]1C(=C)CCC2[C@](C)(C(=O)O)CCC[C@@]21C (some centres undefined),-9%,-16%,0%,0%,1,6%,23%,0%,?,15%,-9%
O=C(NCc1ccccc1Cl)C1=CC=CN2CCS(=O)(=O)N=C12,47%[activator],1%,-2%,-7%,-2,-6%,27%,0%,?,-1%,8%
c1nc2sc3c(c2c2nnnn12)CCC3,2%,12%,-6%,-2%,-1,-2%,4%,-10%,?,6%,-15%
Nc1ccc(C(=O)N/N=C\c2ccc(OC(=O)c3ccccc3Cl)cc2)cc1,-7%,11%,·,-5%,7,?,17%,1%,?,4%,8%
COc1ccc(OC)c(NC(=O)C2CCN(S(=O)(=O)c3cccs3)CC2)c1,-1%,·,2%,-2%,-4,2%,14%,1%,6%,2%,1%
CCN(Cc1cccs1)C(=O)CN1C(=O)NC2(CCCc3ccccc32)C1=O (centres undefined),3%,1%,·,-2%,2,6%,24%,0%,12%,-4%,1%
Cc1ccc(NC(=O)c2cc(=O)n(Cc3ccccc3)c(=O)[nH]2)cc1C,2%,2%,2%,-4%,-14,1%,6%,-2%,-10%,1%,-8%
Cc1cc(C)nc(Oc2ccc(Br)cc2Br)n1,10%,4%[11.5 µM],-8%,2%,-5,?,15%,2%,?,8%,-3%
O=C(COC(=O)C1(c2ccccc2F)CCCC1)N1CCN(C(=O)c2ccco2)CC1,4%,10%,-1%,2%,6,-1%,2%,-9%,-19%,4%,9%
O=C(COc1ccccc1)Nc1ccc(-c2ccc(N3CCOCC3)nn2)cc1,-1%,-2%,6%,-13%,-3,8%,7%,0%,20%,-2%,-7%
O=C(NCc1ccc2c(c1)OCO2)c1ccccc1,-5%,19%,1%,-5%,-8,-4%,-16%,1%,-2%,-9%,5%
COc1ccc(-n2ncc(C(C)NS(=O)(=O)c3cccs3)c2C)cc1 (centres undefined),0%,6%,-5%,-15%,31,1%,31%,-1%,-24%,11%,6%
COc1ccc(C(=O)NC(=S)NCc2cccnc2)cc1[N+](=O)[O-],8%,-1%,-10%[46.1 µM],2%,-1,-3%,3%,0%,-1%,-6%,6%
CCCCNC(=O)C1CC(=O)N(c2ccc(OC)cc2)C1c1ccc(OC)cc1 (centres undefined),-2%,9%,-3%,2%,-2,3%,13%,-1%,-1%,-1%,-7%
CCOc1cc(S(=O)(=O)NCc2ccccn2)ccc1Cl,-4%,·,13%[46.1 µM],-1%,1,?,-27%,-8%,9%,-4%,-5%
CCCNCc1cc(OC)c(OCC(=O)NCCc2ccccc2)cc1Br,11%,13%,-2%[46.1 µM],-4%,0,-1%,-2%,-3%,8%,-4%,0%
C=CCOC(=O)C1=C(C)NC(SC)=C(C#N)C1c1ccc(OCC)cc1 (centres undefined),12%&14%,10%,1%&-1%,4%,87,?,33%&27%,1%&-4%,-28%,15%,5%
O=C1CCC(C(=O)OCc2ccccc2)N1 (centres undefined),2%,2%,6%,-1%,31,?,0%[7.66 µM],-3%,-2%,1%,2%
Cn1c(SCC(=O)N2CCCC2=O)nc2ccccc2c1=O,3%,-6%,2%,-1%,-1,2%,28%,-3%,-15%,·,-7%
Cc1ccc(C(=O)Nc2ccc(S(=O)(=O)NC3=NCCCCC3)cc2)c(C)c1,-1%,16%,-4%,-4%,6,2%,-24%,-1%,20%,-2%,-10%
CNC(=O)c1c(NC(=O)CS(=O)(=O)c2ccc(Cl)cc2)sc(C)c1C,-1%,-6%,-1%,1%,-9,?,-22%,-2%,-22%,7%,4%
O=C(Oc1cccc(C(=S)N2CCOCC2)c1)c1cccc(Cl)c1,0%,2%,-3%,0%,-10,-4%,30%,0%,6%,2%,1%
OCCN(CC#CC(O)(c1ccccc1)C1CCCCC1)CCO (centres undefined),-3%,-2%,-11%,4%,9,0%,-11%,0%,2%,-1%,-4%
O=C(CC1Sc2ccccc2NC1=O)NCc1ccc(Cl)cc1 (centres undefined),-2%,-1%,3%,2%,6,0%,-21%,0%,-7%,?,21%

# High-throughput results (PubChem BioAssay)
